Growth percent in the NCI-60 one-dose screen (48 h, 10 µM unless noted): 100 = growth as untreated, 0 = no growth, -100 = all killed.
HCT-116 – HCT-116 colon cancer; 82,000 compounds, 7.3% hits; AID 1794798
HCT-15 – HCT-15 colon cancer | 82,000 compounds, 5.2% hits | AID 1794746
KM12 – KM12 colon cancer cells; 82,000 compounds, 5% hits
SNB-19 – SNB-19 CNS cancer cells. 81,000 compounds, 2.5% hits
HCC-2998 – HCC-2998 colon cancer; 79,000 compounds, 4.7% hits
HT29 – HT29 colon cancer; 81,000 compounds, 7.4% hits
SW-620 – SW-620 colon cancer; 82,000 compounds, 5.2% hits; AID 1794795
SF-268 – SF-268 CNS cancer cells; 82,000 compounds, 3.1% hits
SNB-75 – SNB-75 CNS cancer; AID 1794750; 79,000 compounds, 5% hits
* marks the source's active call; other numbers are inactive results; . = no result given. How the source made its calls: active means growth percent below 10; inactive means the rest.

1. C=CCOC1=CC(=O)c2ccccc2C1=O
2. CC(=O)Nc1ccc(O)c(O)c1
3. CC1(C)CC2=C3C=C[C@@H]4[C@@]5(C)CCC(=O)C(C)(C)[C@@H]5CC[C@@]4(C)[C@]3(C)CC[C@@]2(C(=O)O)CC1=O
4. COc1ccc(C(=O)/C=C/c2cn(-c3ccc(F)cc3)nc2-c2ccc(S(C)(=O)=O)cc2)cc1
5. O=[N+]([O-])c1cnc(Sc2ccncn2)s1

| Assay by compound | 1 | 2 | 3 | 4 | 5 |
| --- | --- | --- | --- | --- | --- |
| HCT-116 | 8.1* | 112 | 65 | 71 | -48* |
| HCT-15 | 95 | 101 | 57 | 53 | -16* |
| KM12 | 88 | 105 | 78 | 73 | 76 |
| SNB-19 | 104 | 91 | 97 | 84 | 103 |
| HCC-2998 | 98 | 108 | 84 | 101 | 6.9* |
| HT29 | 81 | 113 | 50 | 89 | 55 |
| SW-620 | 33 | 110 | 67 | 86 | -81* |
| SF-268 | 82 | 111 | 53 | 86 | 36 |
| SNB-75 | 48 | 109 | 10 | 104 | . |

6. OC(c1cccc(C(F)(F)F)c1)c1cnccc1NC1CCCCC1 (stereo not drawn)
7. C1=C\CCC2(OCCO2)C2(CC/1)OCCO2
8. CCCCCC(O)C(C)(C)C (stereo not drawn)
9. COc1ccc(C2C3CC4C(OC(=O)C42)C3I)cc1 (stereo not drawn)
10. CCCC1(C)NC(=O)NC1=O (stereo not drawn)

| Assay by compound | 6 | 7 | 8 | 9 | 10 |
| --- | --- | --- | --- | --- | --- |
| HCT-116 | 51 | 112 | 99 | 104 | 99 |
| HCT-15 | 81 | 103 | 101 | 97 | 98 |
| KM12 | 81 | 92 | 107 | 106 | 95 |
| SNB-19 | 89 | 107 | 104 | 100 | 102 |
| HCC-2998 | -11* | 92 | 119 | 103 | 91 |
| HT29 | 38 | 100 | 100 | 116 | 114 |
| SW-620 | 78 | 105 | 100 | 112 | 100 |
| SF-268 | 90 | 106 | 107 | 112 | 100 |
| SNB-75 | 72 | 97 | 103 | 93 | 83 |

An excerpt from above, showing only SNB-75 and HCT-116:
item	compound	SNB-75	HCT-116
7	C1=C\CCC2(OCCO2)C2(CC/1)OCCO2	97	112
8	CCCCCC(O)C(C)(C)C (stereo not drawn)	103	99
9	COc1ccc(C2C3CC4C(OC(=O)C42)C3I)cc1 (stereo not drawn)	93	104
10	CCCC1(C)NC(=O)NC1=O (stereo not drawn)	83	99

(next part)
11. COc1ccc(C/C(C)=C(/c2ccc(OCCN(C)C)cc2)c2ccc(OC(=O)NCc3ccccc3)cc2)cc1
12. Cc1ccc(C(=O)CCC(=O)NNc2ccc(S(N)(=O)=O)cc2)cc1
13. Cc1cc(C)c(-c2c(Br)c(OC(=O)CO[C@@H]3C[C@H](C)CC[C@H]3C(C)C)c(-c3c(C)cc(C)c(Br)c3C)c(Br)c2OC(=O)CO[C@@H]2C[C@H](C)CC[C@H]2C(C)C)c(C)c1Br
14. CCn1cc(C(=O)O)c(=O)c2ccc(C)nc21
15. O=C1/C(=C/c2ccc(O)cc2)Cc2ccc(Cl)cc21

| Assay by compound | 11 | 12 | 13 | 14 | 15 |
| --- | --- | --- | --- | --- | --- |
| HCT-116 | 52 | 100 | 115 | 99 | 88 |
| HCT-15 | 24 | 107 | 106 | 98 | 89 |
| KM12 | 73 | 107 | 114 | 106 | 88 |
| SNB-19 | 86 | 101 | 110 | 100 | 94 |
| HCC-2998 | 67 | 108 | 109 | 107 | 115 |
| HT29 | -14* | 105 | 110 | 107 | 110 |
| SW-620 | 62 | 108 | 112 | 107 | 99 |
| SF-268 | 73 | 100 | 115 | 109 | 96 |
| SNB-75 | 78 | 88 | 93 | 94 | 73 |

16. O=CN1N=C(c2ccc(Cl)cc2)CC1c1cn(-c2ccccc2)nc1-c1ccc(Cl)cc1 (stereo not drawn)
17. c1ccc(CC[n+]2ccc3ccccc3c2)cc1
18. Cc1cc(F)ccc1S(=O)(=O)Nc1cc(-c2c(O)ccc3ccccc23)c(O)c2ccccc12
19. O=C1Nc2ccccc2/C1=C/c1ccc[nH]1
20. Cc1ccc2nc(Cl)c(/C=C3\SC(=Nc4ccc(S(N)(=O)=O)cc4)NC3=O)cc2c1

| Assay by compound | 16 | 17 | 18 | 19 | 20 |
| --- | --- | --- | --- | --- | --- |
| HCT-116 | 94 | 93 | 5.5* | 96 | 108 |
| HCT-15 | 95 | 103 | 11 | 42 | 102 |
| KM12 | 103 | 84 | 3.5* | 10 | 102 |
| SNB-19 | 98 | 101 | 37 | 90 | 95 |
| HCC-2998 | 101 | 84 | -3.5* | 55 | 106 |
| HT29 | 100 | 85 | 53 | 110 | 110 |
| SW-620 | 95 | 93 | 26 | 89 | 111 |
| SF-268 | 101 | 87 | 35 | 92 | 114 |
| SNB-75 | 104 | 102 | 46 | 105 | 109 |

21. COC1=CC(=O)c2ccccc2C1=O
22. O[Si](O)(c1ccc(F)c2ccccc12)c1ccc(F)c2ccccc12
23. CC(C)(C)c1cc(C[P+](c2ccccc2)(c2ccccc2)c2ccccc2)cc(C(C)(C)C)c1O
24. C=C(C)CS(=O)(=O)O
25. COC(=O)c1nc(N)nc(C(=O)OC)c1C(=O)c1ccc(F)cc1

| Assay by compound | 21 | 22 | 23 | 24 | 25 |
| --- | --- | --- | --- | --- | --- |
| HCT-116 | 30 | 79 | 5.8* | 97 | 110 |
| HCT-15 | 100 | 90 | 23 | 104 | 103 |
| KM12 | 95 | 87 | -39* | 102 | 107 |
| SNB-19 | 105 | 102 | 25 | 108 | 103 |
| HCC-2998 | 107 | 86 | 15 | 97 | 110 |
| HT29 | 39 | 97 | -13* | 104 | 115 |
| SW-620 | 108 | 92 | 11 | 106 | 110 |
| SF-268 | 102 | 94 | 19 | 107 | 103 |
| SNB-75 | 34 | 78 | 2.1* | 95 | 99 |

26. O=C(Nc1nc2ccccc2[nH]1)C(=O)Nc1nc2ccccc2[nH]1
27. C=C1C(=O)O[C@H]2[C@H]1CC/C(CNC(=O)/C=C/c1cc(OC)c(OC)c(OC)c1)=C\CC[C@@]1(C)O[C@@H]21
28. O=[N+]([O-])c1cnn(S(=O)(=O)c2ccccc2)c1
29. O=[n+]1c2ccccc2n([O-])c2cc(Cl)ccc21
30. Nc1nc(-c2ccccc2Cl)cc(-c2ccc(Cl)cc2Cl)n1

| Assay by compound | 26 | 27 | 28 | 29 | 30 |
| --- | --- | --- | --- | --- | --- |
| HCT-116 | 103 | -66* | 92 | 29 | 33 |
| HCT-15 | 86 | 2.0* | 104 | 44 | 90 |
| KM12 | 101 | 39 | 100 | 79 | 54 |
| SNB-19 | 101 | 47 | 98 | 94 | 78 |
| HCC-2998 | 107 | -79* | 98 | 94 | 84 |
| HT29 | 107 | -66* | 105 | 74 | 37 |
| SW-620 | 102 | -22* | 100 | 53 | 39 |
| SF-268 | 102 | 28 | 99 | 28 | 66 |
| SNB-75 | 93 | 47 | 91 | 51 | 31 |

31. Cc1ccc(NC(=O)Oc2ccc(Br)cc2Br)c([N+](=O)[O-])c1
32. C[N+](C)(CCCCCC[N+](C)(C)C1c2ccccc2-c2ccccc21)C1c2ccccc2-c2ccccc21
33. CC1(C)CC(=O)C2=C(C1)N(c1ccc(F)cc1F)C(N)=C(C#N)C2c1ccc(Br)cc1F (stereo not drawn)
34. O=C(CNc1nc(-c2ccccc2)cs1)Nc1ccccc1
35. COc1cc(C)cc2oc3oc(=O)c(C(=O)c4ccccc4)cc3c(=O)c12

| Assay by compound | 31 | 32 | 33 | 34 | 35 |
| --- | --- | --- | --- | --- | --- |
| HCT-116 | 98 | 101 | 103 | 3.7* | 102 |
| HCT-15 | 104 | 105 | 99 | -71* | 107 |
| KM12 | 111 | 111 | 103 | 2.4* | 102 |
| SNB-19 | 106 | 105 | 98 | -68* | 103 |
| HCC-2998 | . | 110 | 105 | -95* | 113 |
| HT29 | 98 | 110 | 104 | -54* | 109 |
| SW-620 | 104 | 106 | 106 | -39* | 106 |
| SF-268 | 93 | 111 | 97 | 8.6* | 96 |
| SNB-75 | 106 | 95 | 96 | 29 | 88 |

2 of these compounds, reformatted.
nr	molecule	HCT-116	HCT-15	KM12	SNB-19	HCC-2998	HT29	SW-620	SF-268	SNB-75
31	Cc1ccc(NC(=O)Oc2ccc(Br)cc2Br)c([N+](=O)[O-])c1	98	104	111	106	.	98	104	93	106
33	CC1(C)CC(=O)C2=C(C1)N(c1ccc(F)cc1F)C(N)=C(C#N)C2c1ccc(Br)cc1F (stereo not drawn)	103	99	103	98	105	104	106	97	96

Remaining list, next part
Below each compound: HCT-116	HCT-15	KM12	SNB-19	HCC-2998	HT29	SW-620	SF-268	SNB-75
#36 COc1nccc2cc3c(=O)n4c(cc5ccncc54)c(=O)n3c12
→ 99	101	98	105	109	107	103	102	89
#37 N#CCCC(CCC#N)c1ccccc1
→ 107	95	113	114	110	110	109	110	96
#38 O=C(CCCCCCCC(=O)Nc1cccc(C2=NCCN2)c1)Nc1cccc(C2=NCCN2)c1
→ 107	102	101	100	113	105	101	97	91
#39 O=C(O)/C=C/C(=O)Nc1ccccc1[N+](=O)[O-]
→ 110	104	108	114	114	113	123	112	94
#40 CCOC(=O)C(C#N)C1(C(C#N)C(=O)OCC)C(=O)Nc2ccccc21 (stereo not drawn)
→ 95	100	96	99	103	95	91	97	84
#41 COc1cccc(N(C(C)=O)c2nc(OC(C)=O)cs2)c1
→ 109	97	100	103	104	106	91	94	89
#42 S=c1[nH]c(=S)c2c(-c3ccccc3)c(-c3ccccc3)oc2[nH]1
→ 98	99	102	96	101	102	101	104	95
#43 COc1cc(-c2c(C#N)c(-c3ccccc3)nc3c2c(-c2ccccc2)nn3-c2ccccc2)ccc1O
→ 55	71	66	77	91	106	78	74	81
#44 O=C(CCCCCC/C=C/c1csc(Br)n1)NO
→ 37	64	96	85	96	78	60	104	61
#45 O=c1[nH]c2ccccc2cc1CSc1nccc(-c2ccc(-c3ccccc3)cc2)n1
→ 102	104	103	102	108	102	110	93	88
#46 CCSc1nnc2c3cc(Cl)ccc3n(C)c2n1
→ 96	89	99	97	106	108	94	99	79
#47 OCCN(Cc1ccccn1)Cc1ccccn1
→ .	96	97	109	.	106	103	86	110
#48 CCC(=O)N(CCC(C)C)c1ccccc1
→ 104	114	107	106	115	102	102	101	99
#49 CCOC(=O)OC(C#N)c1cccc(OC)c1OC (stereo not drawn)
→ 105	103	101	103	102	105	104	93	83
#50 S=C(c1cccs1)N1CCN(c2ccccc2Cl)CC1
→ 104	94	106	103	110	96	101	104	108
#51 CC(=O)Nc1nonc1-c1nc2ccccc2n1Cc1ccc(Cl)cc1Cl
→ 61	88	93	83	94	84	88	69	43
#52 O=S(=O)(Oc1ccc(Cl)cc1Cl)c1ccccc1
→ 92	102	102	92	90	98	100	95	88
#53 Nc1ncc(Cl)cn1
→ 110	108	105	111	102	111	101	106	108
#54 COc1ccc(-c2cc(C(=O)N3CCOCC3)on2)cc1OC1CCCC1
→ 104	98	95	94	113	99	106	96	93
#55 CNC(=O)c1ccccc1C(O)c1ccc(C)cc1 (stereo not drawn)
→ 106	96	106	95	105	115	104	110	90
#56 Cc1ccc[n+](CC(=O)c2cccc3ccccc23)c1
→ 100	102	103	107	104	102	106	103	96
#57 CC1=CSC2=NC3C(NN12)N(C)C(=O)N3C (stereo not drawn)
→ 107	108	107	104	103	105	109	112	124
#58 NC1=Nn2c(nnc2-c2cc(C(F)(F)F)cc(C(F)(F)F)c2)SC1
→ 104	108	102	108	.	100	100	111	117
#59 O=C(OCCN1CCN(CCOC(=O)C(Cl)(c2ccccc2)c2ccccc2)CC1)C(Cl)(c1ccccc1)c1ccccc1
→ 88	106	100	106	101	101	99	96	87
#60 CC(O)COCC(C)OC1CC(C)CC(C)(C)C1 (stereo not drawn)
→ 102	102	115	97	99	105	103	109	.
#61 Clc1ccccc1Cn1cc(CSc2nc3ccccc3o2)nn1
→ 81	97	101	99	99	100	104	94	86
#62 CCOC(=O)C[n+]1cccc2c3ccccc3ccc21
→ 99	105	96	76	110	107	109	82	99
#63 COc1cc(CNC(=O)CCCCC[P+](c2ccccc2)(c2ccccc2)c2ccccc2)c(OC)c2c1OCO2
→ 50	100	46	54	58	45	71	67	69
#64 O=C(O)C1=CCCC1
→ 106	109	108	116	109	98	102	107	100
#65 CNc1ncc2cc(-c3ccc(-c4ncccc4F)cc3Cl)c(=O)n(CC3OCC(N)CO3)c2n1 (stereo not drawn)
→ 80	87	96	69	100	48	99	25	24
#66 CN(C)C(=O)c1cc(-c2ccc3ncnc(NCc4ccccc4)c3c2)cnc1N
→ 101	105	101	89	102	101	102	66	33
#67 O=C(O)Cc1nnc(CCC(=O)c2nc3ccccc3[nH]2)o1
→ 92	93	106	107	97	98	108	106	100
#68 OCCCc1ccccn1
→ 96	117	108	103	.	111	106	99	81
#69 OCC(O)CNCCNc1c2ccccc2nc2cc(Cl)ccc12 (stereo not drawn)
→ 27	92	52	43	54	47	49	53	81
#70 COc1ccc2nc(-c3ccc(Cl)cc3)cc(-c3nnc(SCC(=O)Nc4ccc(/C(C)=N\O)cc4)n3-c3ccccc3)c2c1
→ 79	80	87	96	96	84	106	83	84
#71 CN(C)CCCOc1nn(Cc2ccccc2)c2ccccc12
→ 81	94	103	97	103	.	94	90	65

Screening data (PubChem BioAssay)
